Assay outcomes: PubChem BioAssay, several laboratories
NPY-Y1 antag: NPY-Y1 receptor antagonists, primary screen, cell-based. HEK293-CNG Y1 cells, membrane potential fluorescence; NPY at EC95, then isoproterenol. inhibition, % at 3.6 µM. 200,000 tested, 1% active. AID 1040, 2008;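 active means inhibition above the campaign mean inhibition of all tested compounds plus 3 SD, cut at about 20% in these data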;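 further: 0% = DMSO wells given NPY plus isoproterenol and 100% = isoproterenol alone without NPY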
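Material: HEK293 Y1/CNG channel cell line | Also added: NPY (25 nM), isoproterenol (1 µM), Ro 20-1724 (25 µM) | Compound: One concentration, 3.6 µM, in 0.4% DMSO | Schedule: 3 h dye uptake, 1 h room-temperature compound, 45 min post-isoproterenol | Signal: Membrane-potential fluorescent dye readout | Read-out: % inhibition of NPY effect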
NPY1 pot ag: NPY-Y1 receptor potentiators or agonists, primary screen, cell-based; 220,000 tested, 0.37% active; AID 1304, 2008; Neuropeptide Y receptor type 1 (Homo sapiens), P25929; activation, % at 3.6 µM; NPY-Y1 expressing cells, potentiator/agonist activation; in the data active means activation above about 33%, passing the limit was not always enough;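 further: cells stimulated with NPY at EC10 then isoproterenol at EC100; 0% = low agonist plus stimulus and 100% = saturating agonist plus stimulus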
PPC-1+TRAIL kill: compounds killing PPC-1 cancer cells with TRAIL present, primary screen, TRAIL potentiator project, ATPLite luminescence, uHTS | PPC-1 cells + TRAIL, ATPLite viability luminescence | cell killing (% activity), % at 4 µM | 220,000 tested, 0.41% active | AID 1443, 2008;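 active means cell killing above 50% in the first pass at 4 µM, then a duplicate retest at 5 µM averaging 50% or more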;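 further: plate controls were cells with TRAIL plus DMSO for no effect and medium-only wells lacking cells for full effect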
PGE2 EP2 inh: human EP2 receptor antagonists, primary screen, TR-FRET cAMP, C6 glioma cells; C6 glioma cells expressing human EP2; cells stimulated with saturating PGE2; Prostaglandin E2 receptor EP2 subtype (Homo sapiens), P43116; inhibition, % at 25 µM; 260,000 tested, 0.52% active;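 active means percent inhibition above 40 after rounding to a whole number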;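 further: rat C6 glioma host cells with rolipram phosphodiesterase inhibitor present; the protocol text gives 20 µM as final concentration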
Target sequence (P43116 whole entry, looked up): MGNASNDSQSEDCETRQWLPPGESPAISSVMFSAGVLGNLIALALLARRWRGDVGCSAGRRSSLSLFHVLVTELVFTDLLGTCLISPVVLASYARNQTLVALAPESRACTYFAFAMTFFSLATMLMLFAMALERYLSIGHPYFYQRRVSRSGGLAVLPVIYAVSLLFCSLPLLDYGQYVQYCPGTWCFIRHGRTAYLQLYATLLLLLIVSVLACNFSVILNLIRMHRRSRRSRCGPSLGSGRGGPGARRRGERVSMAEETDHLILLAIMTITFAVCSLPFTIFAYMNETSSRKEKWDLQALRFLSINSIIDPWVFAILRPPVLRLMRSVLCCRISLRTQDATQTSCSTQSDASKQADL
TRPML3 ag: human TRPML3 channel agonists, primary screen, cell-based, HEK293 TRPML3-YFP, Fluo-8 calcium fluorescence, 3 µM. Mucolipin-3 (Homo sapiens), Q8TDD5. 100% = the carbachol control signal. AID 1448, 2008. 220,000 tested, 0.29% active. activation, % at 3 µM;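 active means activation above its plate's cutoff, the mean activation of the plate's test wells plus 3 SD, cut at about 12% in these data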;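 further: 0% = DMSO only wells and 100% = carbachol wells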
Target sequence (Q8TDD5 whole entry, looked up): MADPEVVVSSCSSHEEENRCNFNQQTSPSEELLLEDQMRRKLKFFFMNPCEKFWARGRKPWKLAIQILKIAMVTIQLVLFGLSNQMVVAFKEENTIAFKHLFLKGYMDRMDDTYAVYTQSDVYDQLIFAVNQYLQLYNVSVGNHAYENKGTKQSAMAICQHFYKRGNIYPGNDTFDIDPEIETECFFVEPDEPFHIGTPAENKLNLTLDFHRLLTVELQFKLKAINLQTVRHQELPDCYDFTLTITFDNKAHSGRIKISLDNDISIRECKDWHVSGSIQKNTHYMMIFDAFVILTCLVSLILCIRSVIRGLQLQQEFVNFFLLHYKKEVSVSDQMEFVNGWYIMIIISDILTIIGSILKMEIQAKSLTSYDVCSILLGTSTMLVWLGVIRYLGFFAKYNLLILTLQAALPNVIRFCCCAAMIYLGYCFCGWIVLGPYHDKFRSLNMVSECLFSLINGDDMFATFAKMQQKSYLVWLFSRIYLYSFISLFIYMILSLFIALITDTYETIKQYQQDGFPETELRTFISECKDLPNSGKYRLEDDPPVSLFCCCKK
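Test system – HEK293 line with stable expression of human TRPML3-YFP channel · Control set – carbachol 87 µM final as high control (100%), DMSO as low control (0%) · Signal – Fluo-8 calcium dye fluorescence, ex 470-495, em 515-575 nm · Incubation – 1-h 37 °C dye load, 5-s basal, 120-s post-compound reads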
EP2 mod: EP2 receptor modulators, cAMP readout, primary screen, cell-based, HTRF cAMP, PGE2 stimulation; Prostaglandin E2 receptor EP2 subtype (Homo sapiens), P43116; EP2-expressing cells, cAMP HTRF FRET, PGE2 co-stimulation; induction, % at 25 µM; 260,000 tested, 0.83% active;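 active means compounds whose cAMP rise, as percent of the full-agonist control response, exceeds 60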;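 further: rat C6 glioma line stably carrying human EP2 under a CMV promoter; the protocol text gives 20 µM as final concentration; 100% = response of wells given 1 µM PGE2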
14-3-3 Bad PPI: inhibitors of 14-3-3 zeta/Bad binding, primary screen, biochemical, TR-FRET, bovine 14-3-3 zeta; TR-FRET 14-3-3zeta/Dy647-pBad peptide displacement, 1 h; 220,000 tested, 0.71% active; 14-3-3 protein zeta/delta (Bos taurus), P63103; inhibition, % at 21.7 µM; AID 781, 2007;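 active means inhibition above about 70%, limit read from the data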;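 further: 0% = full 14-3-3 plus peptide FRET controls and 100% = background without 14-3-3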
CHOP inhibitor: inhibitors of CHOP promoter induction, primary screen, cell-based, unfolded protein response, luciferase reporter; CHO-K1 CHOP-promoter luciferase, tunicamycin-induced, 15-18 h; inhibition, % at 10 µM; 220,000 tested, 3.8% active;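 active means compounds that reduced the stress-induced luciferase reporter signal by more than about 70% of percent inhibition, limit read from the data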;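 further: 0% = tunicamycin plus vehicle and 100% = wells without tunicamycin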
TRPN1 ag: zebrafish TRPN1 channel agonists, primary screen, cell-based, HEK293, calcium fluorescence; HEK293 zebrafish TRPN1-YFP, Fluo-8 calcium fluorescence; 100% = response to 87 µM carbachol; 220,000 tested, 0.18% active; transient receptor potential cation channel N1 (TRPN1/NompC), Danio rerio; activation, % at 3 µM;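 active means activation above its plate's cutoff, the mean activation of test wells on that plate plus 3 SD, cut at about 19% in these data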;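 further: 0% = DMSO alone and 100% = 87 µM carbachol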
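Material: zebrafish TRPN1-YFP in HEK293 cells; Doses: single test compound dose, 3 µM nominal, 0.3% DMSO; Timing: dye loading 1 h at 37 °C, then 30 min room temperature; Technique: intracellular calcium fluorescence with Fluo-8; Benchmarks: high carbachol 87 µM, low DMSO alone.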
* = called active by the depositor; x = no result given; & = joins results of further samples; [ ] = dose if it differs, or a comment.

SMILES | NPY-Y1 antag | NPY1 pot ag | PPC-1+TRAIL kill | PGE2 EP2 inh | TRPML3 ag | EP2 mod | 14-3-3 Bad PPI | CHOP inhibitor | TRPN1 ag
CC(=O)Nc1ccc2c(c1)nc(CCN1CCN(C)CC1)n2C | -3 | 5 | -6 | 0 | 0.6 | 13 | 1 | 11 | 0.7
CC(C)(C)n1nc2c(c1NC(=O)c1ccccc1)CS(=O)(=O)C2 | 1 | 4 | -11 | 9 | 0.4 | 23 | -10 | 6 | -0.7
Cc1cc(Nc2cccc(O)c2)c2ccccc2n1 | 6 | -7 | 12 | 9&1 | 1.2 | -38&18 | -3 | 13 | 0.0
COC(=O)c1ccc(NCN2C(=O)C3C4CCC(C4)C3C2=O)cc1 (configuration not stated) | 4 | -1 | 9 | 6 | -0.1 | -30 | 2 | 1 | -0.7
COc1ccc(S(=O)(=O)N(CCc2ccccc2)CC(=O)O)cc1Cl | 8 | -16 | -9 | 12 | 0.9 | 26 | -11 | 34 | -0.6
Cc1cccc(NC(=O)C(Cc2ccccc2)n2cccc2)c1 (configuration not stated) | x | 24 | 3 | 4 | 0.0 | 24 | -2 | 27 | -0.1
O=C(c1ccc(F)cc1)N1CCN(c2cnn(-c3ccccc3)c(=O)c2Cl)CC1 | 2 | 3 | 18 | 9 | 1.1 | -29 | 1 | 7 | 1.5
O=C1CCC(C(=O)Nc2cccc(C(F)(F)F)c2)N1 (configuration not stated) | 1 | -8 | 16 | 7 | 0.5 | x | x | x | 0.5
CCOC(=O)c1sc(NC(=S)n2cc(C)cn2)c(C(=O)OCC)c1C | -6 | 17 | x | x | 0.7 | x | x | x | -0.4
CC(=O)Oc1cc2c(cc1Cl)C(c1cccs1)CC1(CC(C)(C)NC(=S)N1)O2 (configuration not stated) | -4 | 3 | 14 | 2 | 0.2 | -31 | -12 | 13 | -0.2
CCCC(C(=O)NC1CCCCC1)N(Cc1ccco1)C(=O)CNS(=O)(=O)c1ccccc1 (configuration not stated) | 3 | -8 | 39 | 13 | -0.6 | 22 | -10 | -4 | -2.4
Cc1cccc(-c2nc3ccccc3c(=O)n2NC(=O)c2cccs2)c1 | 1 | 13 | 9 | 6 | 1.3 | -3 | 0[fluorescence artefact?] | 40 | 1.2

Just TRPML3 ag, for 3 of the compounds above:
Compound	TRPML3 ag
CCOC(=O)c1sc(NC(=S)n2cc(C)cn2)c(C(=O)OCC)c1C	0.7
CC(=O)Oc1cc2c(cc1Cl)C(c1cccs1)CC1(CC(C)(C)NC(=S)N1)O2 (configuration not stated)	0.2
CCCC(C(=O)NC1CCCCC1)N(Cc1ccco1)C(=O)CNS(=O)(=O)c1ccccc1 (configuration not stated)	-0.6

(next part)
SMILES | NPY-Y1 antag | NPY1 pot ag | PPC-1+TRAIL kill | PGE2 EP2 inh | TRPML3 ag | EP2 mod | 14-3-3 Bad PPI | CHOP inhibitor | TRPN1 ag
Cc1ccc(CN2CCN(/N=C/c3ccc(C(F)(F)F)cc3)CC2)cc1 | 5 | -6 | 2 | 7 | 1.0 | -17 | 3[fluorescence artefact?] | 35 | 0.5
COc1ccc(-c2[nH]ncc2CN2CCN(Cc3cccs3)CC2)cc1F | 3 | -2 | 29 | 12 | -0.1 | 1 | -12 | 4 | 0.5
COc1ccc(N=C2NC(=O)S/C2=C\c2ccc(N(C)C)cc2)cc1 | 0 | 0 | 19 | 7 | 3.0 | -16 | -18 | -8 | 7.6
Cc1ccc(N2CC(C(=O)OCC(=O)C(C)(C)C)CC2=O)cc1C (configuration not stated) | 4 | -7 | 4 | 4&7 | 0.3 | -4&-56 | 0 | 22 | 1.2
Cc1ccc(C(C#N)c2ccc(Cl)nn2)cc1 (configuration not stated) | 3 | -6 | -12 | -2 | 0.3 | -22 | 0 | -16 | -1.0
CCOc1ccccc1NC(=O)C(NCC1(N2CCCCC2)CCCCC1)c1ccccc1 (configuration not stated) | 34* | -27 | 13 | 4 | -0.5 | 3 | 38 | 28 | -1.4
CCCCCCN1C=CC(=C/C=C(\C#N)C(=O)OCC)C=C1 | 0 | 9 | 2 | 7 | 55* | 3 | -16 | 2 | 65*
NC(=O)Cn1c2[n+](c3ccccc31)CC(O)CS2 (configuration not stated) | 6 | -4 | 24 | 5&16 | 1.1 | -12&-10 | -1 | -5 | -1.0
COc1ccc2nc(NC(=O)c3ccc(-c4cccc([N+](=O)[O-])c4)o3)sc2c1 | 5 | 4 | 14 | 20 | 0.9 | 0 | 65 | -6 | 0.8
Cc1ccccc1Nc1nc(N)nc(COC(=O)c2ccc(O)cc2)n1 | -4 | -12 | -13 | 1 | 1.8 | -50 | -12 | 5 | 5.0
Cc1cccc(NC(=S)N(Cc2ccc(Cl)cc2)Cc2ccc(C(=O)O)cc2)c1 | 0 | -4 | 15 | 4 | 0.3 | 20 | -4 | 2 | 2.6
CC(C)NS(=O)(=O)c1ccc(OCC(=O)Nc2ccccc2F)cc1 | 2 | -8 | -3 | 6 | 1.1 | 29 | 0 | -18 | 1.1
Cc1cc(C)c(N(CC(=O)NC(C)(C)C)C(=O)CNC(=O)c2cccs2)c(C)c1 | 1 | 15 | -1 | 10 | 1.0 | 6 | -5 | 0 | 1.0
CCOC(=O)Cn1c(=S)[nH]c2c(oc3ccc(Cl)cc32)c1=O | 0 | -7 | 20 | 16 | 0.6 | 98* | -2 | -21 | 0.1
Cn1ccs/c1=N\S(=O)(=O)c1ccc(Br)cc1 | 2 | 15 | -4 | 11 | 0.4 | -15 | 1 | 2 | 0.9
CCOC(=O)CNC(=O)CNC(=O)c1ccc(OC(C)C)cc1 | x | 21 | 12 | 12 | 1.0 | -5 | 0 | 7 | -1.3
C=CCNC(=S)NNC(=O)C(CCC(C)C)CC(C)O (configuration not stated) | 4 | 2 | -24 | 15 | 0.7 | -10 | 5 | -8 | -0.7
Cc1ccc(NC(=O)CSc2nnc(-c3ccncc3)n2C)cc1S(=O)(=O)N1CCOCC1 | -2 | 5 | 21 | 10 | 1.0 | 5 | -9 | -7 | -0.4
CC1CCN(c2ncccc2C(=O)O)CC1 | -1 | 7 | 3 | 6 | 0.3 | 12 | 6 | -6 | 0.9
COc1ccccc1NC(=O)N1CCCC1C(=O)Nc1ccc(NC(C)=O)cc1 (configuration not stated) | -1 | 13 | 8 | 6&13 | 0.4 | 3&-8 | 6 | -31 | 0.6
O=C(NNc1ccccc1Cl)C(O)(c1cccc(C(F)(F)F)c1)c1cccc(C(F)(F)F)c1 | 11 | 25 | 17 | 3 | 2.9 | 31 | 5 | 100* | 1.4
CCOC(=O)c1c(C)c(C(=O)NCCCOC)c(C)n1C | 3 | -9 | 7 | x | 0.4 | 14 | -3 | -8 | 0.6
COc1ccc(N(CC(=O)Nc2ccc(F)c(Cl)c2)S(=O)(=O)c2c(C)noc2C)cc1 | -12 | 7 | 24 | 8 | 1.0 | 12 | 6 | -5 | 1.5
CC1=NN(C(=O)Cc2ccccc2)C(O)(c2ccccc2)C1 (configuration not stated) | 3 | 6 | 2 | 8 | 0.8 | 19 | -24 | 18 | -0.3
Cc1noc(C)c1S(=O)(=O)N(CC(=O)NCc1ccc2c(c1)OCO2)c1ccc(C(C)C)cc1 | 8 | -4 | 6 | 8 | -0.2 | 26 | 5 | 69 | -1.9
CCCCSc1n[nH]c(N)n1 | -3 | 11 | 32 | 12 | 0.6 | -5 | -6 | 19 | -0.6
CCN=C(NCC)SC1CC(=O)N(c2cccc(OCC)c2)C1=O (configuration not stated) | 0 | 16 | 10 | 8 | 0.8 | -28 | 13 | 17 | 1.6
COc1ccc(NC(=O)C2CC(=O)N(Cc3ccc(C)cc3)C2)cc1S(=O)(=O)N1CCCCC1 (configuration not stated) | -9 | -3 | 19 | 12 | 0.9 | -3 | 1 | 14 | -0.5
O=C(Nc1nccs1)c1cc(-c2ccncc2)nc2ccccc12 | 2 | 12 | 12 | 2 | 0.7 | 26 | 8 | 11 | 0.4
Cc1cccc(-n2cnc3sc(C)c(C)c3c2=O)c1 | x | -24 | 4 | 11 | -0.6 | 23 | -2 | -7 | -1.3
CCc1cccc(NC(=O)NC(=O)Cn2nnc(C(=O)OC)c2C(=O)OC)c1 | -6 | -22 | 17 | 7 | 0.7 | -2 | 0[fluorescence artefact?] | 11 | 0.9
COC(=O)[C@H](C)NC(=O)Nc1ccccc1C(F)(F)F | 0 | 8 | 6 | 8 | 0.7 | 1 | -10[fluorescence artefact?] | 23 | 0.4
Cc1noc(NS(=O)(=O)c2ccc(N/C=C\C(=O)c3cccc4ccccc34)cc2)c1C | 1 | -4 | 4 | 5 | 0.7 | -45 | -6 | 25 | -0.4
CC(C)(C)S(=O)(=O)c1ccc(S(=O)(=O)C(C)(C)C)s1 | -1 | -20 | 18 | 7 | 1.2 | 2 | -4 | 27 | -0.5
Cc1cccc(C)c1NC(=O)Nc1ccc2c(c1)OCO2 | 3 | 14 | 0 | 7 | 1.4 | 15 | -19 | 18 | 0.7
O=C(CN1CCOCC1)Nc1ccccc1NC(=O)C1CCN(c2ncccn2)CC1 | 0 | 11 | -6 | 10 | 0.9 | 5 | -4 | -16 | 0.3
O=C(CCn1c2c(c3ccccc31)CCCC2)NNC(=O)c1ccccc1Cl | 0 | 14 | 7 | 8 | -0.6 | 0 | -12 | 22 | -1.2
CCC(Sc1nc2cc(OC)c(OC)cc2c(=O)n1CCc1ccc(S(N)(=O)=O)cc1)C(=O)NCCOC (configuration not stated) | -3 | 5 | 10 | 3 | 0.9 | -13 | 10 | -17 | 2.8
CCCC(C)NC(=O)/C=C/c1cccc([N+](=O)[O-])c1 (configuration not stated) | 4 | 7 | -2 | 2 | 0.3 | 2 | -3 | 18 | 0.6
O=C(CCC(=O)OCC(=O)c1ccc(Cl)cc1Cl)Nc1cccc2cccnc12 | 6 | -15 | 5 | 16 | 0.5 | -12 | 1 | 16 | 0.6

Only part of the results is shown; count on the stated rates, not on these rows.
